Source: PubChem BioAssay
FLuc counter = firefly luciferase modulation, counter-screen for miR-21 project. purified FLuc, Km substrates, luminescence inhibition. Potency, µM (series often up to 57.5 µM), for the others: at the top dose activity change, negative = inhibition, hits mostly inhibitors. actives 6.9% (n = 360,000); active = well fitted inhibition curve with a large enough effect; inconclusive = small, poorly fitted or top-dose-only effect;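 note: plate controls were vehicle for no effect and reference inhibitor for full effect; nearly all actives have a fitted effect of over 55% in size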
Target sequence (P08659 whole entry, looked up): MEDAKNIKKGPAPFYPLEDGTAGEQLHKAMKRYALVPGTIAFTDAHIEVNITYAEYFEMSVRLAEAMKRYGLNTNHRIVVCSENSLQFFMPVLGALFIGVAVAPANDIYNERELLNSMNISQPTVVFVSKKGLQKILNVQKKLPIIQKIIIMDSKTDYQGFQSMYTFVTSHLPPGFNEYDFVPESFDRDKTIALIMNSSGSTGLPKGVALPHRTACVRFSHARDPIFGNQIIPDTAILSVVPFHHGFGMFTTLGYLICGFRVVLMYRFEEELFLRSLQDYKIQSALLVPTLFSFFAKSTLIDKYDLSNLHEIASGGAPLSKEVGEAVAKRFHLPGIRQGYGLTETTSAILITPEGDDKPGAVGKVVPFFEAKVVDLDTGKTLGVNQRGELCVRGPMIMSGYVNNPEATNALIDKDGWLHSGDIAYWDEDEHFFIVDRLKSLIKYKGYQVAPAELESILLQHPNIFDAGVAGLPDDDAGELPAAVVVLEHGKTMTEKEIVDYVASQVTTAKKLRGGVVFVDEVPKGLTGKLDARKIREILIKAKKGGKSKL
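Biochemical qHTS of compounds, final roughly 60 µM downward over six points, against 10 nM purified firefly luciferase using Km concentrations of substrates (10 uM D-luciferin, 10 uM ATP) in Tris acetate pH 7.5 buffer; luminescence output.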
Starred values were filed as active, the others as inactive; ? = inconclusive. Potency is the fitted concentration of half-maximal effect.

nr | SMILES | FLuc counter
1 | O=C(CSCc1nc2cccnc2n1C1CCCCC1)NCc1cccc(Br)c1 | -5%
2 | CC(C)(C)OC(=O)N1CCC(c2c(C(=O)NCCCN3CCc4ccccc4C3)cnn2-c2ccccc2)CC1 | 0%
3 | Cc1ccc(Nc2c(-c3ccc(O)cc3)nc3cccc(C)n23)cc1 | -19%
4 | CC(=O)Nc1ccc(S(=O)(=O)NCc2cccn2Cc2cccc(C)c2)cc1 | -2%
5 | Cc1ccc(S(=O)(=O)c2nnn3c2nc(N2CCN(c4ccc(F)cc4)CC2)c2cc(Cl)ccc23)cc1C | 0%
6 | O=C(c1ccc(F)cc1)N1CCC(c2nc(-c3ccc(S(=O)(=O)N4CCCC4)cc3)no2)CC1 | 5%
7 | Cc1ccc(CNC(=O)Cn2c(=O)n(-c3ccc(C)cc3)c(=O)c3c2c2cc(C)ccc2n3C)cc1 | -7%
8 | CCOC(=O)CSc1nnc(-c2ccc(OC)cc2)o1 | 17µM*
9 | COc1cc(NC(=O)c2c(C)nn(-c3ccc(F)cc3)c2-n2cccc2)cc(OC)c1 | 0%
10 | CC(=O)c1ccc(NC(=O)c2nn(C)c3c2COc2ccccc2-3)cc1 | 4%
11 | Cn1cnc2c(=O)oc3ccc(S(=O)(=O)N4CCN(c5cccc(C(F)(F)F)c5)CC4)cc3c21 | -2%
12 | Cc1ccccc1NC(=O)c1oc2c(c1C)-c1nn(Cc3cccc(Cl)c3)cc1CC2 | 0%
13 | COc1cccc(-n2cc(C(=O)OCc3ccc(Cl)cc3)c3ccccc3c2=O)c1 | -3%
14 | CCC12CN3CC(C)(CN(C1)C3c1ccc(O)cc1O)C2=O (configuration not stated) | 2%
15 | Cc1cc(C(=O)NCc2ccccc2Cl)c2c(C)nn(-c3ccccc3)c2n1 | -6%
16 | CCOc1cc2c(cc1OCC)C(CC(=O)OC)N(C(=O)Nc1cc(OC)ccc1OC)CC2 (configuration not stated) | -4%
17 | Cc1cc(C)c2sc(N(Cc3cccnc3)C(=O)CCOc3ccccc3)nc2c1 | -8%
18 | CC(=O)Nc1c(C)nn(-c2ccccc2)c1N1CCC(C(=O)NCc2ccc(F)cc2)CC1 | 2%
19 | CCc1cnc2c(c1SCC(=O)NCc1ccc(C)cc1)c(=O)n(C)c(=O)n2C | -9%
20 | CCOC(=O)c1ccccc1NC(=O)Cn1cc(C(=O)c2cccc(OC)c2)c(=O)c2ccc(C)nc21 | -4%
21 | COc1cccc(CNC(=O)Cn2nc(C)c3sc4ccccc4c3c2=O)c1OC | -2%
22 | CN(C)S(=O)(=O)N1CCC(n2cnc3cccnc32)CC1 | -1%
23 | COc1cccc(CNC(=O)c2ccc(CN3CC(=O)N4CCCCC4C3=O)cc2)c1 (configuration not stated) | -6%
24 | Cc1ccc(S(=O)(=O)Nc2cccc(-c3ccc(N4CCCCC4)nn3)c2)s1 | 1.1µM*
25 | Cc1noc(/C=C/c2ccco2)c1S(=O)(=O)N1CCC(C(=O)Nc2ccc(F)c(Cl)c2)CC1 | -7%
26 | CCN(Cc1ccccc1)S(=O)(=O)c1cc(Br)cc2c1N(C(=O)C1CC1)CC2 | 0%
27 | O=C(CCC1N=C2c3ccccc3N=C(SCc3ccc(Cl)cc3)N2C1=O)NC1CCCCC1 (configuration not stated) | -1%
28 | Cn1c(=O)oc2cc(S(=O)(=O)N3CCC(C(=O)N4CCN(c5ccc(Cl)cc5)CC4)CC3)ccc21 | -6%
29 | CCc1ccccc1NC(=O)c1cc(S(=O)(=O)NC2CCCC2)ccc1F | -3%
30 | Cc1c(Cl)cccc1NC(=O)c1cccc(NC(=O)N2CCSc3ncccc32)c1 | -12%
31 | COc1ccc(Nc2ncc(C(=O)Nc3cc(Cl)c(OC)cc3OC)c3ccccc23)cc1 | -9%
32 | Cc1cccc(C(=O)NCC(c2ccco2)S(=O)(=O)c2cccs2)c1 (configuration not stated) | -9%
33 | CCC(=O)N1CCc2cc(CNC(=O)Nc3cc(Cl)ccc3C(=O)OC)ccc21 | -12%
34 | COc1cccc(CNC(=O)Cc2ccc(NC(=O)N3CCSc4ncccc43)cc2)c1OC | -12%
35 | Cc1ccc(NC(=O)c2sc3ncn(Cc4cccc(F)c4)c(=O)c3c2C)c(Br)c1 | -3%
36 | Cc1ccc(S(=O)(=O)N2CCc3cc(C(=O)Nc4ccc(C)c(C)c4)ccc32)cc1 | 0%
37 | CCOc1ccc(Nc2ncnc3c2nc2n3CCCC2)cc1 | 15µM*
38 | Cc1ccc(NC(=O)CCS(=O)(=O)c2ccc3nc(C)sc3c2)c(C)c1 | 0%
39 | COc1ccccc1CNC(=O)Cn1ncc2c3ccccc3n(Cc3ccccc3C)c2c1=O | -4%
40 | O=C(NCc1ccc(Cl)cc1)c1cnc(N2CCOCC2)c2ccccc12 | 1%
41 | Cc1cccc(NC(=O)c2c(NC(=O)c3cccs3)sc3c2CCC(C)C3)c1 (configuration not stated) | 5%
42 | COc1ccc(NC(=O)N2CCN(S(=O)(=O)c3ccc4c(ccn4C)c3)CC2)cc1OC | 0%
43 | COc1ccc(-c2cnnn2-c2ccc(NC(=O)c3ccccc3OC)cc2)cc1 | -4%
44 | Cc1ccc(Cl)cc1NC(=O)C(=O)NCC(c1cccnc1)N1CCc2ccccc21 (configuration not stated) | -13%
45 | CC(C)CCOc1ccc(Cn2c(=O)oc3ccccc32)cc1 | -2%
46 | CSc1ncc2c(n1)-c1ccccc1N(Cc1ccccc1)S2(=O)=O | -17%
47 | CCOC(=O)c1c(-c2ccc(Br)cc2)csc1NC(=O)c1ccccc1F | -2%
48 | COc1cc(NC(=O)CN2CCN(S(=O)(=O)c3ccc(Br)cc3)CC2)cc(OC)c1 | -1%
49 | COc1cccc(C(=O)Nc2c(C(=O)Nc3ccc(F)cc3)oc3ccccc23)c1OC | -19%
50 | CC(=O)c1ccc(N2CCN(C(=O)CCn3cnc4onc(-c5ccc(F)cc5)c4c3=O)CC2)cc1 | -3%

(further entries)
nr | SMILES | FLuc counter
51 | Cc1ccc(NC(=O)NCCOCCn2c(=O)oc3ccccc32)cc1F | -1%
52 | Cc1ccc(-c2nc3scc(CCNS(=O)(=O)c4ccc(Oc5ccccc5)cc4)n3n2)cc1 | -8%
53 | CCS(=O)(=O)NCC(c1ccco1)N1CCN(c2ccc(OC)cc2)CC1 (configuration not stated) | -6%
54 | CCc1ccc(CNC(=O)c2cc(-c3ccc(Br)s3)nc3ccccc23)cc1 | 2%
55 | CC(=O)Nc1ccc(NC(=O)CCS(=O)(=O)c2ccc3c(c2)CC(=O)N3C)cc1 | -5%
56 | Cn1nnc2c(N3CCN(c4ccc(F)cc4)CC3)ncnc21 | 3%
57 | COCCN(CCOC)S(=O)(=O)c1ccc(C(=O)Nc2sc3c(c2C(N)=O)CCCC3)cc1 | -1%
58 | COC(=O)c1c(NC(=O)Cc2coc3cc(C)ccc23)sc2c1CCC2 | -10%
59 | COc1ccc(-c2noc(N3CCC(C(=O)N4CCN(c5cccc(C)c5C)CC4)CC3)n2)cc1 | -11%
60 | COc1ccc(CNC(=O)Cn2ncc3c4ccccc4n(Cc4cccc(Cl)c4)c3c2=O)cc1 | -8%

Some of the entries so far, with each value named.
52) Cc1ccc(-c2nc3scc(CCNS(=O)(=O)c4ccc(Oc5ccccc5)cc4)n3n2)cc1
- FLuc counter: -8%

53) CCS(=O)(=O)NCC(c1ccco1)N1CCN(c2ccc(OC)cc2)CC1 (configuration not stated)
- FLuc counter: -6%

Additional compounds
nr | SMILES | FLuc counter
61 | Cc1nc2c(-c3ccccc3)c(C)nn2c(C)c1CCC(=O)NCCc1ccccc1 | -14%
62 | CC1CN(C(=O)CCC(=O)Nc2cc(F)ccc2F)c2ccccc2S1 (configuration not stated) | -12%
63 | COc1cccc(-c2cc(C(F)(F)F)n3ncc(C(=O)OC(C)C)c3n2)c1 | -3%
64 | Cc1ccc(-n2ncc(C(=O)NCCCN3CCN(c4cccc(Cl)c4)CC3)c2-n2cccc2)cc1 | -3%
65 | Cc1ccc(NC(=O)c2nc(S(C)(=O)=O)ncc2N(Cc2ccco2)Cc2cccs2)c(C)c1 | -5%
66 | CC1CCCN(S(=O)(=O)c2ccc3[nH]c(=O)cc(C(=O)NCCc4ccc(Cl)cc4)c3c2)C1 (configuration not stated) | 1%
67 | COc1ccc(-c2noc(N(c3cccc(Cl)c3)c3nc(-c4ccc(OC)c(OC)c4)no3)n2)cc1OC | -2%
68 | CCC(Oc1ccccc1)C(=O)Nc1ccccc1OCc1cc(=O)n2ccccc2n1 (configuration not stated) | 6%
69 | CCCn1c(SCc2nc(-c3ccc(OC)c(OC)c3)no2)nnc1-c1ccccc1 | -3%
70 | O=C(NCCn1cc(SCc2ccccc2Cl)c2ccccc21)c1cccs1 | -18%
71 | CCc1ccc(NCc2cc3cc4c(cc3n(CC(=O)Nc3ccc(OC)cc3)c2=O)OCO4)cc1 | 3%
72 | COc1cccc(CNCCSc2nnnn2C)c1OCc1ccccc1Cl | 2%
73 | O=C(NCCS(=O)(=O)N1CCN(c2cccc(Cl)c2)CC1)C(c1ccccc1)c1ccccc1 | 0%
74 | Cc1cccc(NC(=O)Cc2csc(COc3cccc(C)c3)n2)c1 | ?
75 | CCOc1ccccc1NC(=O)c1c(NCc2sccc2C)sc2c1CCCCC2 | ?
76 | CCc1ccccc1NC(=O)c1sc2nc3n(c(=O)c2c1C)CCC3 | 5%
77 | Cc1ccc(CNC(=O)Cn2cc(C(=O)c3ccc(F)cc3)c(=O)c3ccc(C)nc32)cc1 | 0%
78 | O=C(Nc1ccc2oc(-c3cccnc3)nc2c1)c1cccc(Br)c1 | 2%
79 | COc1ccc(C(=O)n2nc(-c3ccc(Cl)cc3)nc2NCc2ccco2)cc1 | -3%
80 | O=C(Nc1c(C(=O)c2ccc(F)cc2)oc2ccccc12)c1cc(-c2ccccc2)on1 | -5%
81 | COC(=O)c1c(NC(=O)COc2ccc(Cl)cc2C)sc2c1CCCCC2 | -14%
82 | CCN1CCN(CCCNC(=O)Cn2nc(C)n3c(cc4cc(C)ccc43)c2=O)CC1 | 5%
83 | COC(=O)C1=C(C)NC(=O)C1(NC(=O)c1cc(OC)c(OC)c(OC)c1)C(F)(F)F (configuration not stated) | -9%
84 | CCc1ccc(N2CCn3c2nc2c3c(=O)n(C/C=C/c3ccccc3)c(=O)n2C)cc1 | 3%
85 | CCCOc1ccc(-c2nc(N3CCC(C)CC3)c3ccccc3n2)cc1 | -5%
86 | O=C(CN1C(=O)CCc2cc(S(=O)(=O)N3CCOCC3)ccc21)Nc1cccc(Cl)c1 | -10%
87 | CCn1ccc2cc(S(=O)(=O)N3CCCN(C(=O)Nc4ccc(C)cc4)CC3)ccc21 | -3%
88 | Cc1ccc(OCC(=O)N(Cc2ccc(Cl)cc2)CC2CCCO2)cc1C (configuration not stated) | -16%
89 | COc1ccc(CCNC(=O)Cn2c(-c3ccc(F)cc3)cc(C(C)=O)c2C)cc1OC | -5%
90 | Cc1ccc(NC(=O)Cc2coc3c(C)c(C)ccc23)c(C)c1 | -1%
91 | O=C(Cn1cnc2onc(-c3ccc(F)cc3)c2c1=O)N1CCN(c2ccccc2F)CC1 | -10%
92 | COc1cccc(NC(=O)c2ccc(-c3nc(COc4ccc(C)cc4)c(C)o3)cc2)c1 | 3%
93 | COC(=O)CSc1nc2sc3c(c2c(=O)n1-c1ccccc1C)CC(C)(C)OC3 | -2%
94 | CCOc1ccc(-n2cc(-c3ccccc3)c3c(N4CCN(c5ccccc5OC)CC4)ncnc32)cc1 | 1%
95 | O=C1N(Cc2ccccc2)c2ccc(Cl)cc2C1(O)c1c[nH]c2ccccc12 (configuration not stated) | -11%

Structural class: those above containing two or more sulfur atoms.
nr | SMILES | FLuc counter
24 | Cc1ccc(S(=O)(=O)Nc2cccc(-c3ccc(N4CCCCC4)nn3)c2)s1 | 1.1µM*
32 | Cc1cccc(C(=O)NCC(c2ccco2)S(=O)(=O)c2cccs2)c1 (configuration not stated) | -9%
38 | Cc1ccc(NC(=O)CCS(=O)(=O)c2ccc3nc(C)sc3c2)c(C)c1 | 0%
41 | Cc1cccc(NC(=O)c2c(NC(=O)c3cccs3)sc3c2CCC(C)C3)c1 (configuration not stated) | 5%
46 | CSc1ncc2c(n1)-c1ccccc1N(Cc1ccccc1)S2(=O)=O | -17%
52 | Cc1ccc(-c2nc3scc(CCNS(=O)(=O)c4ccc(Oc5ccccc5)cc4)n3n2)cc1 | -8%
57 | COCCN(CCOC)S(=O)(=O)c1ccc(C(=O)Nc2sc3c(c2C(N)=O)CCCC3)cc1 | -1%
65 | Cc1ccc(NC(=O)c2nc(S(C)(=O)=O)ncc2N(Cc2ccco2)Cc2cccs2)c(C)c1 | -5%
70 | O=C(NCCn1cc(SCc2ccccc2Cl)c2ccccc21)c1cccs1 | -18%
75 | CCOc1ccccc1NC(=O)c1c(NCc2sccc2C)sc2c1CCCCC2 | ?
93 | COC(=O)CSc1nc2sc3c(c2c(=O)n1-c1ccccc1C)CC(C)(C)OC3 | -2%

The list is partial; count on the stated rates, not on these rows.
